N370S GC: qHTS Assay for Inhibitors and Activators of N370S glucocerebrosidase as a Potential Chaperone Treatment of Gaucher Disease; N370S GC spleen homogenate, 4MU-glucoside fluorescence; Lysosomal acid glucosylceramidase (Homo sapiens), P04062; 330,000 tested, 0.092% active; Potency, µM (series often up to 59.4 µM), inactives show at the top dose activity change, negative = inhibition, actives largely listed as inhibitors; AID 2101, 2009;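 note: 0% = full enzyme activity and -100% = no enzyme basal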
TDP1 block: qHTS Assay for Inhibitors of Tyrosyl-DNA Phosphodiesterase (TDP1). Tyrosyl-DNA phosphodiesterase 1 (Homo sapiens), Q9NUW8. recombinant TDP1, AlphaScreen DNA substrate cleavage. Potency, µM (doses to about 130 µM), without a hit: at the highest dose activity change, negative = inhibition, usual class: inhibitors. 350,000 tested, 0.28% active; note: nearly all actives have a fitted effect of over 40% in size
Target sequence (Q9NUW8 whole entry, looked up): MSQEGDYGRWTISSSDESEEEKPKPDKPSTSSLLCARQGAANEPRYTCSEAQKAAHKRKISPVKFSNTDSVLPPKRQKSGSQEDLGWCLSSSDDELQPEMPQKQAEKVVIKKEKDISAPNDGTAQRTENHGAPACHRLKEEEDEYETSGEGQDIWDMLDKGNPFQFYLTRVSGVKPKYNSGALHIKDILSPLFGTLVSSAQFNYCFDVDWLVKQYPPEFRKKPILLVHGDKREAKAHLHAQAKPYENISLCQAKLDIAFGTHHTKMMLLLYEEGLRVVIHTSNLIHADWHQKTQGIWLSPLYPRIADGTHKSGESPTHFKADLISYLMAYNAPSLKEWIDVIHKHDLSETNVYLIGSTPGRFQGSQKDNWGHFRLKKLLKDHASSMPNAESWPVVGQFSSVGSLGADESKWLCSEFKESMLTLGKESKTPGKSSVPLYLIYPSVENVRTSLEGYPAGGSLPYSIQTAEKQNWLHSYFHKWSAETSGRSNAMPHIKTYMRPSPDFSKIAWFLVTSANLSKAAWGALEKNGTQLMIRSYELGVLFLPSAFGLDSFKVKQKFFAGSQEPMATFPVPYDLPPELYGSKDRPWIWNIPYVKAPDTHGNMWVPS
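Tdp1 1 nM final; 15 min RT w/ cpd; substrate 15 nM, 5 min; beads 10 ug/ml, 10 min; AlphaScreen read. Neg ctrl: no enzyme.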
FEN1 inh: qHTS Assay for the Inhibitors of Human Flap endonuclease 1 (FEN1); Potency, µM (doses to about 114 µM), inactives show top-dose activity change, negative = inhibition, hits mostly inhibitors; 390,000 tested, 0.35% active; Recombinant FEN1 flap cleavage, fluorescence, 15 min; note: nearly all actives have a fitted effect of over 65% in size
Target sequence (P39748 whole entry, looked up): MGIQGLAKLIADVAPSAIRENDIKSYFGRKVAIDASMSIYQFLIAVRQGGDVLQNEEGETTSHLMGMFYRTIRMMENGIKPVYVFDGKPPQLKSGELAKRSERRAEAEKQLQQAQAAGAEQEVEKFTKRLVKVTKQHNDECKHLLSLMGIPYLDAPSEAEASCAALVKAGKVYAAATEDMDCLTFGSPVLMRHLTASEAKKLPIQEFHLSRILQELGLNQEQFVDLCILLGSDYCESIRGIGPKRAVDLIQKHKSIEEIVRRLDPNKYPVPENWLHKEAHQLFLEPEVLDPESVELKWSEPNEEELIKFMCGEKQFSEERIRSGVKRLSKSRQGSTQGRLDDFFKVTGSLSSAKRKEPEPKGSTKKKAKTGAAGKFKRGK
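Read-out was taken twice, immediately and after 15 min, following addition of 50 nM substrate to 10 nM FEN1 that had sat with test compound for 15 min at room temperature. Curves came from a four-parameter Hill model.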
The depositor's hits bear a star; ? = inconclusive; . = not tested or not shown; & = joins results of further samples; [ ] = another dose, or the depositor's remark. Calls come from the whole dose curve; as a rule, active = well fitted curve in the direction sought with a large enough effect; inconclusive = small, poorly fitted or top-dose-only effect, or another doubt; inactive = no such curve, though single readings can be large; an effect the other way counts as inactive or inconclusive. Unless noted, % is set by controls: 0 for no effect and ±100 for the full control effect; potency is the fitted concentration of half-maximal effect.

The first 19 records, to show the layout:
SMILES | N370S GC | TDP1 block | FEN1 inh
N#Cc1ccc(CSc2ccc(S(=O)(=O)N3CCCC3)cn2)cc1 | . | -3% | ?
Cc1ccc(C(=O)OCC(=O)N2CCC(Cc3ccccc3)CC2)cc1N | 1% | 2% | 12%
CCc1nnc(NC(=O)CC23CC4CC(CC(C4)C2)C3)s1 | -2% | . | -6%
CC(Nc1c([N+](=O)[O-])c(=O)oc2ccccc12)c1ccccc1 (stereo not drawn) | 7% | 6% | -4%
COc1ccc(Br)cc1/C=N/NC(=O)c1ccc(COc2ccc3c(c2)CCC3)o1 | 19% | 4% | 16%
O=C(NCc1ccccc1CN1CCCC1)c1cc2cc(Cl)ccc2o1 | . | 0% | -22%
Cc1cccc(-c2noc(CCCC(=O)N3CCOCC3)n2)c1 | 1% | 2% | -9%
COc1ccc(S(=O)(=O)Nc2c(C)n(C)n(-c3ccccc3)c2=O)c(Cl)c1Cl | 2% | . | 24%
Cc1sc2ncnc(SCC(=O)NNC(=O)COc3cccc4ccccc34)c2c1C | 4% | 6% | -8%
COc1cc(/C=N/n2c(C)n[nH]c2=S)ccc1OCc1ccccc1 | 3% | 4% | 0%
COCCNc1ccc(-c2n[nH]c(=O)c3ccccc23)cc1[N+](=O)[O-] | 1% | . | -1%
COc1ccc(C2C3=C(CCCC3=O)NC3=C2C(=O)c2ccccc23)cc1 (stereo not drawn) | -8% | 11% | 8%
Cc1ccc(C)c(N2CCN(C(=O)c3cnc4c(-c5ccccc5)c(C)nn4c3C)CC2)c1 | . | -3% | -3%
CCOc1ccc(NC(=O)CCN2C(=O)C3CCCCC3C2=O)cc1OCC (stereo not drawn) | 2% | . | 2%
C/C(CC(=O)Nc1cc(C)ccn1)=N\NC(=O)c1ccc(C(C)(C)C)cc1 | -3% | 9% | -2%
COc1ccc(CCNC(=O)CCCn2nc(C)c([N+](=O)[O-])c2C)cc1OC | -1% | . | 1%
Cn1c(CC(=O)NN)c(Sc2ccccc2)c2ccccc21 | -16% | . | -25%
CCCC(=O)Nc1ccccc1OCc1cc(=O)n2cc(C)ccc2n1 | . | -3% | 0%
CN(C)CCNCCCOc1ccccc1-c1ccccc1 | -1% | 0% | .

All compounds of this part, from the first entry:
SMILES | N370S GC | TDP1 block | FEN1 inh
N#Cc1ccc(CSc2ccc(S(=O)(=O)N3CCCC3)cn2)cc1 | . | -3% | ?
Cc1ccc(C(=O)OCC(=O)N2CCC(Cc3ccccc3)CC2)cc1N | 1% | 2% | 12%
CCc1nnc(NC(=O)CC23CC4CC(CC(C4)C2)C3)s1 | -2% | . | -6%
CC(Nc1c([N+](=O)[O-])c(=O)oc2ccccc12)c1ccccc1 (stereo not drawn) | 7% | 6% | -4%
COc1ccc(Br)cc1/C=N/NC(=O)c1ccc(COc2ccc3c(c2)CCC3)o1 | 19% | 4% | 16%
O=C(NCc1ccccc1CN1CCCC1)c1cc2cc(Cl)ccc2o1 | . | 0% | -22%
Cc1cccc(-c2noc(CCCC(=O)N3CCOCC3)n2)c1 | 1% | 2% | -9%
COc1ccc(S(=O)(=O)Nc2c(C)n(C)n(-c3ccccc3)c2=O)c(Cl)c1Cl | 2% | . | 24%
Cc1sc2ncnc(SCC(=O)NNC(=O)COc3cccc4ccccc34)c2c1C | 4% | 6% | -8%
COc1cc(/C=N/n2c(C)n[nH]c2=S)ccc1OCc1ccccc1 | 3% | 4% | 0%
COCCNc1ccc(-c2n[nH]c(=O)c3ccccc23)cc1[N+](=O)[O-] | 1% | . | -1%
COc1ccc(C2C3=C(CCCC3=O)NC3=C2C(=O)c2ccccc23)cc1 (stereo not drawn) | -8% | 11% | 8%
Cc1ccc(C)c(N2CCN(C(=O)c3cnc4c(-c5ccccc5)c(C)nn4c3C)CC2)c1 | . | -3% | -3%
CCOc1ccc(NC(=O)CCN2C(=O)C3CCCCC3C2=O)cc1OCC (stereo not drawn) | 2% | . | 2%
C/C(CC(=O)Nc1cc(C)ccn1)=N\NC(=O)c1ccc(C(C)(C)C)cc1 | -3% | 9% | -2%
COc1ccc(CCNC(=O)CCCn2nc(C)c([N+](=O)[O-])c2C)cc1OC | -1% | . | 1%
Cn1c(CC(=O)NN)c(Sc2ccccc2)c2ccccc21 | -16% | . | -25%
CCCC(=O)Nc1ccccc1OCc1cc(=O)n2cc(C)ccc2n1 | . | -3% | 0%
CN(C)CCNCCCOc1ccccc1-c1ccccc1 | -1% | 0% | .
O=C(N/C(=C/C=C/c1ccccc1)C(=O)N1CCOCC1)c1ccccc1Br | -2% | 8% | 0%
CCOc1cc(C(=O)NCCCn2ccnc2)cc(OCC)c1OCC | 11% | 0% | -10%
O=C1C=CC(=O)N1c1ccc(OC(F)F)cc1 | 1% | 5% | -4%
C=C1CCC(C2CC(=O)OC2=O)C(=O)CCC2C1CC2(C)C (stereo not drawn) | -2% | 4% | .
CCOc1ccc(-n2c(=O)c3c4c(sc3n(Cc3cccc(C)c3)c2=O)CCCC4)cc1 | . | 0% | 9%
Cc1ccc(-n2c(SCC(=O)O)nc3c(sc(=S)n3-c3ccc(C)c(C)c3)c2=O)cc1 | -6% | . | -1%
Cc1ccc(NC(=O)Nc2c[nH]c(=O)[nH]c2=O)c(Cl)c1 | . | -11% | -3%
O=C(CSC1=NC(=O)C(Cc2ccccc2)C(=O)N1)Nc1ncc(Br)cc1Br (stereo not drawn) | 15% | 4% | -4%
COc1cccc(/C=C2/Sc3ccc(C(=O)NCCCN4CCCC4)cc3NC2=O)c1 | -21% | 6% | -12%
O=C(NCCc1ccccc1)C1CCCN1S(=O)(=O)c1ccccc1 (stereo not drawn) | 1% | -3% | -6%
Cc1c(CC(=O)N[C@@H](C)C(=O)O)c(=O)oc2cc3c(cc12)CCC(C)(C)O3 | ? | . | 15%
Cc1ccc(O)c(NC(=O)c2ccc3c(c2)C(=O)N(Cc2ccco2)C3=O)c1 | 26% | 0% | 15%
Cc1ccc2c(c1)NC(=O)C(CC(=O)NC1CCCCC1C)O2 (stereo not drawn) | -5% | 5% | 19%
O=c1oc(Cl)c(Cl)c2ccccc12 | -1%&-6%&3% | 3%[56.1 µM] | -17%
Cc1ccc(-n2c(-c3cnccn3)n[nH]c2=S)c(Br)c1 | 5% | . | 2%
O=c1[nH]nc(SCc2nnc(-c3ccc([N+](=O)[O-])cc3)o2)n1C1CCCCC1 | 5% | 3% | 7%
COc1ccc2sc(-c3ccc(SC)cc3)c(C#CCO)c2c1 | . | -8% | -26%
CC(NC(=O)c1ccc2c(c1)OCO2)c1cccc(C(F)(F)F)c1 (stereo not drawn) | . | -3%[56.1 µM] | 7%
Cc1nc2ccccc2c(=O)n1Nc1cccc(Cl)c1 | 1% | 0% | -6%
COc1ccc(-c2noc(Cc3ccccc3OC)n2)cc1 | 6% | -11% | -6%
COc1ccc(NC(=O)Cc2coc3cc(C)cc(C)c23)c(OC)c1 | . | 5% | 16%
CCOC(=O)C1=NNC2(c3ccc(Cl)cc3)C(=O)N(c3ccc(C)cc3)C(=O)C12 (stereo not drawn) | -3% | 2% | -13%
COc1cn(CC(=O)Nc2ccc(C)cc2C)c(CN2CCCCC2)cc1=O | . | -2% | -1%
Cc1ccc(S(=O)(=O)NC(=O)Nc2ccc(F)c(F)c2)cc1 | 0% | 4% | -8%
OCC[C@@H]1C[C@@H](O)[C@H](O)[C@@]2(OCCc3ccccc32)O1 | 1% | . | -20%
NCCCn1cnc2ccccc21 | -4% | 0% | 18%
COc1ccc(Br)cc1C(=O)NC(=S)Nc1cc(-c2nc3ccccc3[nH]2)ccc1C | 0% | 2% | -12%
COc1ccc(NC(=O)c2ccc3c(c2)OCO3)cc1Cl | -16% | 5% | -3%
NC(=O)C1(N2CCCCC2)CCN(C(=O)CSc2nc(C(F)(F)F)cc(=O)[nH]2)CC1 | -7% | -1% | -4%
COc1ccc(NC(=O)c2cccc3c(=O)c4c([nH]c23)CCCC4)cc1 | . | 9% | 5%
CC(C)(C)c1nnc(NC(=O)NS(=O)(=O)c2ccccc2)s1 | 2% | -1% | 5%
Cc1cc(C)c2c(N)c(-c3nnc(SCc4ccc(Cl)cc4)n3C)sc2n1 | 2% | 1% | -5%
CCN(CC)CCCNC(=O)CSc1c2c(nc3cc(Cl)ccc13)CCCC2 | -4% | 1%&4% | -10%&-14%
Cn1nnc(NC(=S)NC(=O)c2cc(Cl)ccc2Cl)n1 | 4% | 6% | 7%
O=C1CCc2cc(S(=O)(=O)NCc3ccccc3)cc3c2N1CC3 | 2% | -8%[0.505 µM] | 3%&0%
COc1ccc(CCNC(=O)c2cc(-c3ccc(C)cc3)nc3n[nH]c(-c4ccc(F)cc4)c23)cc1OC | . | -1% | 11%
CC1=NN(Cc2ccccc2)C(=O)C1C(c1ccncc1)C(C#N)C#N (stereo not drawn) | 5% | 7% | -15%
CC12CCC(=O)N1C(C(=O)NNC(=O)COc1cccc(C(F)(F)F)c1)CS2 (stereo not drawn) | -7% | . | -1%
COCCNC(=O)CN1C(=O)COc2ccc(S(=O)(=O)N3CCCC3)cc21 | . | 6% | 2%
Cc1sc2ncn(CC(=O)N3CCN(c4ccccc4)CC3)c(=O)c2c1S(=O)(=O)N1CCN(c2ncccn2)CC1 | . | 0% | 3%
COc1ccccc1CNC(=O)c1ccc(-c2nc(CS(=O)c3ccccc3)c(C)o2)cc1 (stereo not drawn) | . | 11% | -10%
The list continues.
SMILES | N370S GC | TDP1 block | FEN1 inh
COc1ccc(C(=O)Nc2cccc(C)c2)cc1S(=O)(=O)N1CCOCC1 | 9% | -2% | 5%
O=C(c1cc(-c2ccncc2)nc2ccc(Br)cc12)N1CCN(Cc2ccc3c(c2)OCO3)CC1 | -30% | 5% | -8%
CC(=O)N1CCN(c2ccc(NC(=O)c3ccco3)cc2)CC1 | -8% | 1%[0.0935 µM] | 0%
O=C(Nc1nnc(S(=O)(=O)N2CCCC2)s1)c1ccc(F)cc1 | . | 4% | -3%
Cc1ccc(C(=O)N(CCN(C)C)CC2CCCN(Cc3ccccc3F)C2)cc1C (stereo not drawn) | -2% | . | -2%
C[C@H](N)C(=O)O | -23% | ? | .
CC(=O)O[C@@H]1[C@H](OC(=O)CC(C)C)c2c(ccc3ccc(=O)oc23)OC1(C)C | 11% | 4% | ?
COc1ccc(-c2nc3ccccc3c(=O)n2CCc2ccc(O)cc2)cc1 | -13% | . | 8%
O=C1C(Cl)=C(Nc2ccccc2)C(=O)c2ccccc21 | 0% | 1% | -10%
COc1cc(OC)cc(C(=O)Nc2ccc3c(c2)n(C)c(=O)n3C)c1 | -6% | 5% | -13%
CCc1ccc(-n2nc(C)c3c(C(=O)NCCc4ccc(OC)c(OC)c4)cc(C)nc32)cc1 | . | 3% | -4%
CCOc1cc(C(=O)N2CCC(CC3CC(c4cccc(Br)c4)=NO3)(C(=O)NCC3CCCCC3)CC2)cc(OCC)c1OCC (stereo not drawn) | -4% | . | 4%
CC(=O)c1ccc(Nc2cc(C)nc3nc(Cc4ccc(Cl)cc4)nn23)cc1 | . | 5% | -13%
Cc1ccccc1OCC(=O)NCC(=O)OCC(=O)c1ccc(-c2ccccc2)cc1 | . | 1% | 16%
CCN1CCN(CC(O)COCc2cc(OC)c(OC)c(OC)c2)CC1 (stereo not drawn) | 8% | 6% | 0%
Clc1ccc(OCc2nc(-c3ccncc3)no2)cc1 | 6% | 2% | 1%
Nc1ccc(O)cc1 | ? | 15% | ?
CCOC(=O)C(C(=O)Nc1nccs1)C1CCCCC1 (stereo not drawn) | 9% | 2% | -4%
COc1ccc(-n2nc3c(c2NC(=O)COc2ccccc2F)CS(=O)(=O)C3)cc1 | -14% | 1% | -2%
Cc1ccc(CCNC(=O)c2cnc3c(-c4ccc(F)cc4)c(C)nn3c2C)cc1 | . | 2% | 16%
O=C(C[n+]1cc(-c2ccccc2)n2c1CCC2)c1cccs1 | 2% | -1% | -9%
Cc1c(Cl)cnc(NC(=O)COC(=O)c2cccc(S(=O)(=O)N3CCc4ccccc4C3)c2)c1Cl | 23% | . | -8%
CCOC(=O)c1cc2oc(C)cc2n1CC(=O)OC1CCCCC1 | 7% | 0% | -20%

Screens deposited in PubChem by National Center for Advancing Translational Sciences (NCATS).

Hits appear at their usual frequency, and some 0.53% of all compounds hit somewhere here.
